aSyn tox rescue: qHTS of alpha-syn Inhibitors: NCGC Sytravon Library Screen; S. cerevisiae alpha-synuclein toxicity rescue, BacTiter-Glo growth, 24 h; Potency, µM (highest dose often 46.1 µM), for the others: at the top dose growth rescue (activation), hits mostly activators; 94,000 compounds, 0.02% hits; AID 1347070, 2019; active = well fitted activation curve with a large enough effect; inconclusive = small, poorly fitted or top-dose-only effect; also: 0% is about no effect
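Growth restoration measured by BacTiter-Glo luminescence after 24 hr at 30 deg C; alpha-synuclein yeast, raffinose-pregrown to mid-log, were added at OD600=0.02 in galactose medium onto pinned compounds.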
* hit, by the source's call; ? = inconclusive; [ ] = dose if it differs, or a comment. Potency is read from the fitted curve at half-maximal effect.

structure | aSyn tox rescue
Cn1ncc2c(N3CCN(c4cccc(Cl)c4)CC3)ncnc21 | -5.3%
CC(C)(C)c1ccc(OCC(=O)NCC2(N3CCOCC3)CCCCC2)cc1 | 3.1%
O=C(NCc1cccnc1)c1cccn1-c1ncc(C(F)(F)F)cc1Cl | -1.2%
Cc1nc(C)c(-c2ccc(SCC(=O)Nc3ccc(Br)cc3)nn2)s1 | -2.8%
Cn1c2ccccc2c2cnn(CC(=O)NCCCN3CCCCC3)c(=O)c21 | 6.7%
Cc1nc(-c2ccc(F)cc2)sc1CCNC(=O)c1ccccc1 | -6.6%
O=C(NCc1ccc(Cl)cc1)c1cccc(NC2=NC3CS(=O)(=O)CC3S2)c1 (stereo not given) | 6.6%
CS(=O)(=O)Nc1cccc(S(=O)(=O)N2CCN(C(=O)c3ccccc3)CC2)c1 | -3.4%
FC(F)Oc1ccc(N=C2SCC3CCCCN23)cc1 (stereo not given) | 6.8%
COc1ccc(NCc2cc3cc4c(cc3n(CC(=O)Nc3ccc(F)cc3F)c2=O)OCO4)cc1 | -6.6%
CN(C)c1ccc(CN(Cc2ccco2)C(=O)COc2ccc(F)cc2)cc1 | 3.5%
O=c1c2cc(F)ccc2sn1-c1ccccc1Cl | 4.4%

structure | aSyn tox rescue
O=C(Nc1nc2ccc(Cl)cc2s1)c1cc(=O)c2ccccc2o1 | -2.2%
CC(=O)c1cccc(NC(=O)C(C)Sc2nnc3ccccn23)c1 (stereo not given) | -11.5%
CCCn1nc(NC(=O)COC)c2cc3cccc(C)c3nc21 | 3.1%
CN1C(=O)C(CC(=O)Nc2ccc(F)cc2)N(Cc2cccs2)C1=S (stereo not given) | -9.2%
CCOc1ccccc1C(=O)Nc1c(C(=O)Nc2ccc(F)cc2)oc2ccccc12 | 4.1%
CN(C(=O)Cn1nc(Cc2cccnc2)c2ccccc2c1=O)c1cccc(C(F)(F)F)c1 | 4.1%
CCc1nn2c(=O)cc(COc3ccc(/C=C(\C#N)C(=O)Nc4ccc(F)cc4)cc3OC)nc2s1 | -0.1%
Cc1ccc(NC(=O)CSc2nc3c([nH]c4ccccc43)c(=O)n2-c2ccccc2)c(C)c1 | 3.3%
Nc1nonc1-n1nnc(C(=O)N/N=C/c2ccccc2Br)c1CN1CCCC1 | 4.0%
Cc1ccc(-n2ncc(C(=O)NCCCN3CCN(C)CC3)c2C2CCN(C(=O)OC(C)(C)C)CC2)cc1 | 2.1%
O=C(CCS(=O)(=O)c1ccccc1)Nc1nccs1 | 8.0%
CCOc1ccc(OCC)c(NC(=O)Cn2c(C)nc3ccccc3c2=O)c1 | 6.0%

structure | aSyn tox rescue
Cc1ccc(-n2cc(C(=O)Oc3ccc(F)cc3)c3ccccc3c2=O)cc1 | 18.1%
Cc1cccc(C)c1NC(=O)CN(C)C(=O)CC1OC(=O)c2ccccc21 (stereo not given) | -28.8%
Cc1ccccc1NC(=O)CN(c1ccc(Cl)cc1Cl)S(=O)(=O)c1ccccc1 | 2.3%
C#CCn1c(=O)cc(C)c2ccccc21 | -2.7%
C[C@H](CO)N1C[C@H](C)[C@H](CN(C)S(=O)(=O)c2ccccc2C#N)OCc2cnnn2CCCC1=O | 9.1%
Cc1ccc2nc3c(cc(C(=O)NCCc4ccccc4)c(=N)n3CC3CCCO3)c(=O)n2c1 (stereo not given) | 3.5%
O=C(Nc1ccccc1OC(F)F)c1ccc(N2CCCC2=O)cc1 | -3.0%
O=C(NCc1cccnc1)C(=O)NCC(c1cccnc1)N1CCN(c2ccc(F)cc2)CC1 (stereo not given) | -10.8%
O=C(NCc1ccccc1)C(=O)NCC1CCCN1S(=O)(=O)c1cccs1 (stereo not given) | -4.1%
O=C1CSC(c2cccnc2)N1Cc1ccc(Cl)cc1Cl (stereo not given) | -6.2%
COc1ccc2[nH]cc(CCNC(=O)c3cnn(-c4ccccc4Cl)c3C3CCN(C(=O)OC(C)(C)C)CC3)c2c1 | 2.0%
C=CCOc1ccc(/C=C/C(=O)OC(C)C(=O)Nc2ccc(NC(C)=O)cc2)cc1 (stereo not given) | 6.7%

structure | aSyn tox rescue
Cc1cc(C)cc(NC(=O)C(Cc2ccccc2)N2Cc3ccccc3C2=O)c1 (stereo not given) | -3.0%
COC(=O)c1cccc(Nc2c(-c3ccc(OC)cc3)nc3nc[nH]n23)c1 | 7.1%
Cc1ccc(C(=O)C2CCN(S(=O)(=O)c3c(C)noc3C)CC2)cc1 | -3.0%
Cc1nn2c(C)c(C(=O)NC(C)c3ccccc3)cnc2c1-c1ccc(F)cc1 (stereo not given) | -4.4%
Cc1cc(C)c(S(=O)(=O)Nc2cc(-c3cn4ccccc4n3)ccc2C)cc1C | -28.8%
O=C(O)c1cccc(NC(=O)c2cccc(S(=O)(=O)Nc3cccc(C(=O)O)c3)c2)c1 | -1.9%
COc1ccccc1NC(=S)NNC(=S)Nc1ccc(OC(F)F)cc1 | -16.9%
Cc1noc2ncnc(NCc3ccccc3Cl)c12 | 4.3%
CC(=O)N(C(C)=O)c1c(N2CCCC2)c2ccccc2oc1=O | -1.0%
O=C(CCS(=O)(=O)c1ccccc1)N(CCCN1CCOCC1)c1nc2ccc(F)cc2s1 | 14.9%
COc1cc(C(=O)Nc2ccccc2OCc2cc(=O)n3c(C)csc3n2)cc(OC)c1OC | -1.6%
CCOc1ccc(NC(=O)c2c(NC(=O)c3ccco3)sc3c2CCC(C(C)(C)C)C3)cc1 (stereo not given) | -3.7%

structure | aSyn tox rescue
O=C(O)/C(=C\c1ccccc1)c1ccccc1 | 7.5%
CCCCC(CC)CNC(=O)CCCCCn1c(=O)[nH]c2ccsc2c1=O (stereo not given) | 3.1%
CC(=O)N/C(=C\c1ccccc1)C(=O)OC(C)C(=O)c1ccccc1 (stereo not given) | 3.4%
CCC(Oc1ccccc1OC)C(=O)N1CC(=O)Nc2ccccc21 (stereo not given) | 4.7%
CN(CC(=O)NC1CCCc2ccccc21)C1CCCCC1 (stereo not given) | -13.7%
Nc1nc2n(n1)C(c1ccc(Cl)cc1)CC(c1ccc(F)cc1)N2 (stereo not given) | -6.1%
Cc1cc(NC(=O)CSc2nc(C(C)C)nc3c2c(=O)n(C)c(=O)n3C)no1 | 3.6%
CCN(C(=O)CCS(=O)(=O)c1cc(Br)cc2c1N(C(=O)C1CC1)CC2)c1cccc(C)c1 | -12.3%
COC(=O)c1cc2occc2n1Cc1nc(-c2ccccc2C)oc1C | 5.7%
O=S(=O)(c1cccc(S(=O)(=O)N2CCCC2)c1)N1CCCCC1 | -4.3%
COc1ccc(/C=N/N=C2\SC(CC(=O)O)C(=O)N2c2ccccc2)c(OC)c1 (stereo not given) | -2.1%
Cc1cccc(-c2nc(C)c(CCNC(=O)C(=O)Nc3c(C)cc(C)cc3C)s2)c1 | 3.4%

structure | aSyn tox rescue
CC(C)(C)c1ccc(OCc2cnc(Cl)s2)cc1 | -20.7%
C=CCOc1ccccc1CNc1ccc2[nH]c(=O)[nH]c2c1 | 1.6%
CCc1ccc(NC(=O)CCCc2nnc3n(C(C)CC)c(=O)c4sccc4n23)cc1 (stereo not given) | 0.0%
COc1ccc(-n2c(=O)c3c4c(sc3n(Cc3ccccc3)c2=O)CCC4)c(OC)c1 | ?
COc1cc2ccc(C=O)cc2cc1OC | 9.3%
COc1ccc(NS(=O)(=O)c2cccc(C(=O)NCCCn3ccnc3)c2)cc1 | 6.3%
CCCCCC(=O)NNC(=O)Cc1ccc([N+](=O)[O-])cc1 | -12.6%
Cc1cc2nc(N3CCN(C(=O)c4cccs4)CC3)sc2cc1C | -5.0%
COc1ccc(C(C(=O)NC2CCCCC2)N(C(=O)c2snc(C(N)=O)c2N)c2ccc(OC)cc2OC)cc1 (stereo not given) | 0.9%
COc1ccc(CNc2nc(-c3ccco3)nn2S(=O)(=O)c2ccc3ccccc3c2)cc1OC | -6.0%
CCc1ccccc1NC(=O)CSc1nnc(-c2ccccc2)c(-c2ccccc2)n1 | -15.9%
COc1ccc(N2CCN(C(=O)c3c(C)nn(-c4ccc(F)cc4)c3-n3cccc3)CC2)cc1 | 17.1%

structure | aSyn tox rescue
CCC1CN(C(=O)N2CCC(C(=O)N3CCN(c4cccc(C)c4C)CC3)CC2)c2ccccc2O1 (stereo not given) | 5.0%
CC(C)CCNC(=O)c1ccc2c(c1)NC(=O)C(CS(=O)(=O)Cc1ccc(F)cc1)N2 (stereo not given) | -0.1%
CCN(C(=O)Cn1c(=O)oc2cc(Cl)ccc21)c1cccc(C(F)(F)F)c1 | 5.1%
O=C(CSc1ncccc1C(=O)Oc1ccccc1Cl)Nc1ccccc1Cl | 2.3%
O=C(CCS(=O)(=O)c1cccs1)Nc1ccc(C(=O)Nc2ccccc2F)cc1 | -2.1%
CN(C)NC(=O)c1ccsc1NC(=O)c1ccc(S(=O)(=O)N2CCCC2)cc1 | 1.4%
CCCS(=O)(=O)N1CCN(c2cc3c(cc2[N+](=O)[O-])n(C)c(=O)n3C)CC1 | 4.8%
COc1cc(OC)c2c(C)c(CC(=O)NCCc3ccccc3OC)c(=O)oc2c1 | 5.5%
COc1ccc(OC)c(-c2cc(C(=O)Nc3c(C)nn(Cc4ccc(C)cc4)c3C)no2)c1 | 4.1%
CN1C(=CC=C2C=C(I)C(=O)C(I)=C2)C(C)(C)c2ccccc21 | -36.3%[inhibitor]
COc1ccc(Cl)cc1NC(=O)CN1c2ccccc2S(=O)(=O)c2ccccc21 | -3.3%
COc1ccc(-c2nc(CNS(=O)(=O)c3cccc(F)c3)cs2)cc1 | -4.6%

Sorted by length of the SMILES (ascending): three of the compounds above
structure | aSyn tox rescue
CCCCC(CC)CNC(=O)CCCCCn1c(=O)[nH]c2ccsc2c1=O (stereo not given) | 3.1%
CCc1ccccc1NC(=O)CSc1nnc(-c2ccccc2)c(-c2ccccc2)n1 | -15.9%
COc1ccc(NCc2cc3cc4c(cc3n(CC(=O)Nc3ccc(F)cc3F)c2=O)OCO4)cc1 | -6.6%

Not a retest: entries from further up.
structure | aSyn tox rescue
CN1C(=CC=C2C=C(I)C(=O)C(I)=C2)C(C)(C)c2ccccc21 | -36.3%[inhibitor]
COc1ccc(Cl)cc1NC(=O)CN1c2ccccc2S(=O)(=O)c2ccccc21 | -3.3%
COc1ccc(-c2nc(CNS(=O)(=O)c3cccc(F)c3)cs2)cc1 | -4.6%

Continuation.
structure | aSyn tox rescue
Cc1ccc(C)c(N2C(=O)c3ccc(C(=O)Nc4ccccn4)cc3C2=O)c1 | -10.4%
Cc1ccc(S(=O)(=O)N2C[C@H]3C(=O)C[C@@H](c4ccccc4)N(S(=O)(=O)c4ccc(C)cc4)[C@H]3C[C@H]2c2cccc(Cl)c2)cc1 | 4.5%
Cc1ccc(C(=O)Nc2cccc(C(=O)OCc3cc(=O)n4nc(C5CC5)sc4n3)c2)cc1 | 6.4%
CCOc1ccc(-c2c(C)nn3c(C)c(C(=O)NCCc4ccc(C)cc4)cnc23)cc1OCC | -10.3%
COc1ccc(CCNC(=O)Cn2c(=O)n(-c3cc(OC)c(OC)c(OC)c3)c(=O)c3ccccc32)cc1OC | -8.4%
CCCCn1c(N)c(N(CC(C)C)C(=O)CN2C(=O)C3CCCCC3C2=O)c(=O)[nH]c1=O (stereo not given) | 0.1%
COc1ccccc1NC(=O)Cc1c(C(=O)O)[nH]c2ccc(Cl)cc12 | -6.3%
Cc1cc(NS(=O)(=O)c2ccc(NC(=O)CCSc3ccc(F)cc3)cc2)nc(C)n1 | -2.1%
COc1cccc(-c2nc(SCC(=O)N3CCc4ccccc43)c3c(=O)n(C)c(=O)n(C)c3n2)c1 | -10.5%
C=C1SC(=Nc2c(C)cc(C)cc2C)N(C(=O)c2sc3ccccc3c2Cl)C12CCCCC2 | 7.7%
Cc1ccc2c(CNCCc3ccco3)c(C(=O)O)n(Cc3ccc(F)cc3)c2c1 | 1.4%
CC1Cc2ccccc2N1CC(=O)Nc1ccc(S(N)(=O)=O)cc1 (stereo not given) | -40.0%[inhibitor]

structure | aSyn tox rescue
COc1ccc(CCNC(=O)c2ccc3c(c2)c(C)c(C)n3Cc2ccccc2)c(OC)c1OC | -4.6%
CCOC(=O)Cc1ccc(NC(=O)N2CC(C)Oc3ccc(Cl)cc32)cc1 (stereo not given) | -25.3%
Cc1cccc(NC(=O)c2ccc3snnc3c2)c1C | 5.4%
COC(=O)C1(C)CCCC2(C)C3CCC(C(C)C)C(CO)C3C(CO)CC12 (stereo not given) | 4.5%
O=C(NCC(O)c1ccc([N+](=O)[O-])cc1)c1cccc(S(=O)(=O)N2CCCC2)c1 (stereo not given) | -3.0%
COC(=O)c1cc2oc(C)cc2n1CC(=O)Nc1ccc(C)cc1C | 1.1%
Cc1ccc(SCC(=O)OCC(=O)N(C)CC(=O)Nc2ccc(F)cc2)cc1 | 1.9%
COC(=O)c1ccccc1NC(=O)c1ccc(=O)n(Cc2cccc(C)c2)c1 | 6.8%
COc1ccccc1N(C)S(=O)(=O)c1ccc(C(=O)OCC(=O)NCc2cccs2)cc1 | -6.7%
CCOC(=O)c1scc(-c2ccc(C)cc2)c1S(=O)(=O)Nc1ccc(OC)c(Cl)c1 | -7.9%
O=C(Nc1ccccc1)c1ccc(C(=O)Nc2ccccc2)nc1 | -5.7%
Cc1cc(S(=O)(=O)Nc2ccc(-c3ccc(N4CCCCCC4)nn3)cc2)c(C)cc1Cl | 9.3%

structure | aSyn tox rescue
Cc1ccccc1C(=O)c1cccn1CC(=O)NCc1ccccc1 | -9.8%
COc1cccc(C(=O)NNS(=O)(=O)c2ccccc2)c1 | 9.7%
O=C(CCCN=C1NS(=O)(=O)c2ccccc21)OCC(=O)c1ccc(F)c(F)c1 | 4.4%
CCc1ccc(C(=O)c2cn(CC(=O)Nc3cc(OC)ccc3OC)c3ccc(C)cc3c2=O)cc1 | 7.9%
C[C@H](CO)N1C[C@H](C)[C@@H](CN(C)C(=O)C2CCCCC2)OCc2cn(nn2)CCCC1=O | 9.3%
CCOC(=O)c1cc2c(=O)n3ccccc3nc2n(Cc2ccco2)c1=NC(=O)c1cc(C)cc(C)c1 | 20.8%

Screening data as filed in PubChem BioAssay.

Only part of the results is shown. The share of hits here may be higher or lower than overall.
